Screens (PubChem BioAssay)
NPY-Y2 PAM-ag: potentiators or agonists of human neuropeptide Y receptor Y2. cells expressing NPY-Y2, potentiator/agonist read-out. activation, % at 3.6 µM. 220,000 tested, 0.45% active. AID 1359; in the data active means activation above about 27%;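 further: cells stimulated with NPY near EC25 plus isoproterenol at EC100; 0% = vehicle plus submaximal agonist and 100% = vehicle plus saturating agonist; some results beyond the cut were filed as inactive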
BaF3 tox: parental Ba/F3 viability inhibition as JAK2V617F counter-screen; CellTiter-Glo ATP luminescence; 220,000 tested, 1.1% active; AID 1486; inhibition, % at 5.6 µM;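 active means inhibition above a per-campaign cutoff, the mean inhibition of all tested compounds plus 3 SD, cut at about 27% in these data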;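 further: 0% = DMSO wells and 100% = JAK Inhibitor I control wells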
PERK inh: inhibitors of human PERK kinase | 220,000 tested, 0.17% active | inhibition, % at 5.6 µM | Q9NZJ5 | CHO PERK-DD fusion, SEAP luminescence translation reporter;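 active means inhibition above the mean inhibition of all tested compounds plus 3 SD, set separately per screening campaign, cut at about 2.9% in these data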;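 further: PERK kinase domain activated by AP20187 dimerizer at 100 nM; 0% = DMSO with dimerizer and 100% = rapamycin at 8.4 µM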
S1P4 agonist: human S1P4 receptor agonism | 220,000 tested, 0.35% active | S1P4-expressing cell line, agonist reporter assay | AID 1509 | O95977 | activation, % at 4.98 µM; in the data active means activation above about 11%;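 further: 0% = DMSO vehicle and 100% = reference agonist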
eIF4E-4G inh: inhibitors of eIF4E and eIF4G interaction in translation initiation; P63073+Q04637; AID 782; inhibition, % at 21.7 µM; TR-FRET eIF4E-eIF4GI(517-606) binding, 2 h; 220,000 tested, 0.37% active;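 active means inhibition above about 30%, limit read from the data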;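 further: 0% = full FRET control wells and 100% = background wells lacking eIF4GI fragment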
Target sequence (P63073 whole entry, looked up, the tested form may be a part): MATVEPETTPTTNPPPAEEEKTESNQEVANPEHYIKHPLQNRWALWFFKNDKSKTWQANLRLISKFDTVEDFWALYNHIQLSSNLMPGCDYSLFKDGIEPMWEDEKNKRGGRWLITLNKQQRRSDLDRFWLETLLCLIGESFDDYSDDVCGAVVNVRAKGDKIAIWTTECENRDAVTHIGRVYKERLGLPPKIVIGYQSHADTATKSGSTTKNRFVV
Target sequence (Q04637 whole entry, looked up, the tested form may be a part): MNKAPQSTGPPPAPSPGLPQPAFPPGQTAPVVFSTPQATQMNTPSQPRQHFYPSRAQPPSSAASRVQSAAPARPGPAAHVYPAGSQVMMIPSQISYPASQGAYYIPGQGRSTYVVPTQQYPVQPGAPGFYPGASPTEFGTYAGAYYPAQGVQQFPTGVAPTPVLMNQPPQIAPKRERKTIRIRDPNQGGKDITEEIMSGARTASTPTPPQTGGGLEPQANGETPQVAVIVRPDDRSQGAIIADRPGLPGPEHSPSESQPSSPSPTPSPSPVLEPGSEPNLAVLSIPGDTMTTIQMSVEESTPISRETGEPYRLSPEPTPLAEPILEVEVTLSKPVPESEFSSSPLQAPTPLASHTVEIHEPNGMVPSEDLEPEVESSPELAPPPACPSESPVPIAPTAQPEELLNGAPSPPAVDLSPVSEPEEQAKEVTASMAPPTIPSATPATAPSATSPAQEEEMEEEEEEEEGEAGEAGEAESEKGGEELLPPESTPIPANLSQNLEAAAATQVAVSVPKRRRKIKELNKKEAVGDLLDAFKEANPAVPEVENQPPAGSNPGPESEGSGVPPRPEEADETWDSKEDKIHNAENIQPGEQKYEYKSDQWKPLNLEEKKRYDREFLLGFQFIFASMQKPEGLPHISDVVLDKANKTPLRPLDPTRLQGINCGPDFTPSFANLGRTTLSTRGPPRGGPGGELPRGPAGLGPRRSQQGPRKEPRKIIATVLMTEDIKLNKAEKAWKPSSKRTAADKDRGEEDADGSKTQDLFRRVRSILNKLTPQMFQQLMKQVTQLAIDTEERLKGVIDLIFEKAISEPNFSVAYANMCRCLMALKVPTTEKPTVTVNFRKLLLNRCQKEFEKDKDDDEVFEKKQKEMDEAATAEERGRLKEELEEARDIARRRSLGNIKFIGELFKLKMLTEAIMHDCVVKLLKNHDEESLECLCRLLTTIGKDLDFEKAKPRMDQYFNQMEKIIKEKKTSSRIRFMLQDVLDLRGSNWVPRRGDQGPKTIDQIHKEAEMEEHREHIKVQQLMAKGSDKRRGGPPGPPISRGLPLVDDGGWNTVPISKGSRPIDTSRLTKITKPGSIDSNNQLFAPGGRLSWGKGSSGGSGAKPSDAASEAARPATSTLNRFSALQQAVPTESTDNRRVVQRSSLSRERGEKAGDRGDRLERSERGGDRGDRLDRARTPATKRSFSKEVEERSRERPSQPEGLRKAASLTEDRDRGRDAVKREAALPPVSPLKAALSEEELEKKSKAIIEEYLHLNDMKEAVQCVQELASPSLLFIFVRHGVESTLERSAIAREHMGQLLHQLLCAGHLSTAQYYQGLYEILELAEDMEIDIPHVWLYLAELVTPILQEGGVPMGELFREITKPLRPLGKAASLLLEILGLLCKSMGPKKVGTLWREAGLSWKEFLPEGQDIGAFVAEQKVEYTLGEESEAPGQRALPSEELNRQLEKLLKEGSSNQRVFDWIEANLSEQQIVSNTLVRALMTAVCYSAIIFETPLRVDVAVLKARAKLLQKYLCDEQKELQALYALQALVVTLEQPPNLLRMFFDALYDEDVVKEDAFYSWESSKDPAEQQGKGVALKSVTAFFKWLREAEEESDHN
S1P4 antag: human S1P4 receptor antagonism. 220,000 tested, 0.26% active. inhibition, % at 4.98 µM. O95977. S1P4-expressing cells, antagonist mode, reporter read-out; in the data active means inhibition above about 29%;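 further: 0% = wells stimulated with agonist and 100% = vehicle wells without agonist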
Ba/F3 V617F tox: reduce viability of Ba/F3 cells dependent on JAK2V617F; Ba/F3 EpoR-JAK2V617F viability, ATP luminescence; inhibition, % at 5.6 µM; 220,000 tested, 1.1% active;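 active means inhibition above the campaign mean plus 3 SD over all tested compounds, cut at about 24% in these data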;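 further: cytokine-independent growth of Ba/F3 cells driven by EpoR plus mutant JAK2; 0% = DMSO-treated cells and 100% = JAK inhibitor I control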
Wee1 stabilizer: inhibitors of human Wee1 degradation. P30291. AID 1321. reporter increase, % at 5 µM. 220,000 tested, 1.2% active. HeLa Luc-Wee1K328M stability, luciferase luminescence; 100% = proteasome inhibitor MG132 effect;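 active means activation above the mean of all tested compounds plus 3 SD, set per screening run, cut at about 8.8% in these data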;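 further: cells exposed to compound for 20 h before luminescence read; 0% = DMSO alone and 100% = MG132 at 30 µM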
MDM2 E3 inh: Mdm2 E3 ligase (human) inhibition. Q00987. cell-based MDM2 ubiquitination luciferase reporter, 2 h; 0 = plate control, 100 = twice control, blank-subtracted. signal enhancement, % at 5 µM. 210,000 tested, 0.11% active. AID 1230;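 active means signal enhancement of 30% or more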;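 further: luminescence tracks abundance of the self-degrading MDM2-luciferase fusion protein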
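System: stable MDM2–luciferase fusion reporter cells / Input: 2000 cells seeded into each well / Schedule: 4 h settle plus 2 h compound, 37 °C / Compound: single-point 5 µM / Buffer or medium: cells held in DMEM / Benchmarks: control and blank well means / Evaluation: percent signal gain over controls, blank-subtracted / Measured by: luciferase luminescence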
* hit, by the source's call; nt = no result given; [ ] = dose if it differs, or a comment.

SMILES | NPY-Y2 PAM-ag | BaF3 tox | PERK inh | S1P4 agonist | eIF4E-4G inh | S1P4 antag | Ba/F3 V617F tox | Wee1 stabilizer | MDM2 E3 inh
Cc1cc(C(=O)N2CCCC(C(=O)c3cc(F)ccc3F)C2)c(C)o1 (stereo not drawn) | -7 | 7 | 0.6 | 1.4 | 1 | -4 | 0 | 1 | 2
CC(=O)Nc1nnc(-c2c(-c3c(Cl)cccc3Cl)noc2C)o1 | 4 | -1 | -0.6 | 3.0 | -1 | -10 | -1 | 5 | -7
Cc1ccc(/C=C/C(=O)N2CCCC(C(N)=O)C2)o1 (stereo not drawn) | 4 | -2 | -0.8 | 0.8 | 4 | 3 | 2 | -3 | -6
O=C(Cn1ncc2ccccc21)N1CCc2ccccc21 | -4 | 3 | 0.0 | 0.6 | -4 | -25 | -1 | -1 | -35
CC(C)(C)c1ccc(C(=O)NNC(=S)NCC2CCCO2)cc1 (stereo not drawn) | 5 | 3 | 1.0 | 0.7 | 13[fluorescence artefact?] | -4 | 1 | -2 | 6
CCOC(=O)N1CCC(NC(=O)c2ccc3c(c2)ncn3C2CCCC2)CC1 | 10 | 4 | 1.0 | 0.1 | 1[fluorescence artefact?] | 4 | 0 | 2 | -20
CC(=O)N/C(=C/c1ccc2c(c1)OCO2)C(=O)O | -10 | 4 | 0.4 | 4.0 | 3 | -2 | 0 | 0 | -19
COc1ccc(/C(O)=C2/C(=O)C(=O)N(CCN(C)C)C2c2ccccc2)cc1Cl (stereo not drawn) | 9 | 1 | 0.6 | -1.4 | 2 | -5 | -4 | 0 | -10
CCN(CC)CCN(C(=O)CN1C(=O)CCC1=O)c1nc2cc3c(cc2s1)OCO3 | -4 | 10 | 0.6 | -0.1 | -4 | 5 | 2 | 6 | 1
Cc1ccc(S(=O)(=O)N(CC(=O)NCc2cccnc2)C2CCCCC2)cc1 | -6 | 5 | 0.8 | -0.7 | -1 | 2 | -3 | 4 | nt
COc1ccc(N2CCN(C(c3nnnn3CCc3ccccc3)C(C)C)CC2)cc1 (stereo not drawn) | -5 | 1 | -0.5 | 2.4 | -6 | -11 | 2 | 2 | -10
OCCCNC(=S)NC1CCCC1 | 0 | 6 | 1.2 | 0.4 | 3 | -7 | -1 | 3 | -12
CCOc1ccc(NC(=NCc2ccc3c(c2)OCO3)SC2CC(=O)N(c3ccc(OCC)cc3)C2=O)cc1 (stereo not drawn) | -3 | 1 | 1.0 | 0.8 | 1 | -16 | 0 | 6 | -2
Cc1ccc(C(=O)N2CCN(C(=O)c3ccc(C)cc3)C2)cc1 | -12 | 2 | -1.2 | 1.8 | 0 | 1 | 0 | -1 | -8
C/C(=N\NC(=O)c1ccc(CSc2nc(C)cc(C)n2)cc1)c1ccco1 | -11 | 9 | 0.0 | 1.1 | 5 | -3 | 1 | -2 | -11
Cc1nnc(SCC(=O)NCc2ccccc2)n1-c1ccccc1 | 6 | 4 | 0.3 | 2.1 | 1 | 9 | 1 | 3 | -3
Cc1ccc(CNC(=O)CCNS(=O)(=O)c2ccc(Br)s2)cc1 | 6 | 3 | 0.5 | -0.3 | 0 | 3 | 2 | 0 | -2
Cc1cc(/C([O-])=C(/C(=S)Nc2ccc(F)cc2)[n+]2ccccc2)c(C)n1Cc1ccccc1Cl | -1 | 7 | 0.1 | 0.8 | 0 | 2 | 0 | 7 | -1
O=C(CN1C(=O)NC2(CCCCCCC2)C1=O)NC1CCCc2ccccc21 (stereo not drawn) | -6 | 10 | 0.0 | -0.1 | 2 | -12 | 2 | 1 | -19
Cc1cc(OCc2nnc(SCC(=O)OC3CCCCC3)o2)ccc1Cl | 6 | 0 | -0.2 | -1.5 | 8 | -3 | -3 | 0 | -6
O=C1NNC(c2ccccc2)=N/C1=C\c1ccco1 | 13 | 0 | -0.9 | 0.3 | 7 | -4 | -1 | -1 | -3
O=C(c1ccc2c3c(cccc13)CC2)C1CCCN(C(=O)c2cccnc2)C1 (stereo not drawn) | 0 | 10 | 0.1 | 1.0 | 0 | -14 | 2 | 0 | 4
O=C(Nc1ccccc1)N1CC=C(c2ccc(F)cc2)CC1 | -8 | 4 | 0.5 | 1.1 | 1 | -10 | -4 | 5 | 3
COc1ccccc1C(O)Cc1nc2ccccc2n1C (stereo not drawn) | 0 | 4 | -0.3 | 4.0 | -6[fluorescence artefact?] | -10 | 0 | 2 | -5
CC1C2NC(=O)N(Cc3ccccc3)C1(C)Oc1ccccc12 (stereo not drawn) | 10 | 2 | 0.5 | 1.3 | 2 | -1 | 3 | 1 | 0
Cc1c(C(=O)N/N=C/C(C)C)[nH]c2ccc([N+](=O)[O-])cc12 | -7 | 6 | 1.3 | 0.0 | 0 | -35 | 2 | -3 | -9
CC(C)[C@H](NC(=O)c1ccccc1)C(=O)OCC(=O)/C=C1/N(C)c2ccccc2C1(C)C | -4 | 5 | -0.6 | -0.5 | -1[fluorescence artefact?] | -9 | 9 | 1 | -10
CNC(=O)C1CC(=O)N(c2ccc(F)c(Cl)c2)C1 (stereo not drawn) | 6 | 5 | 1.3 | 0.1 | -1 | -3 | -1 | 2 | 1
COc1ccc(CNC(=O)c2ccc(CN3CCOCC3)cc2)cc1 | 8 | 5 | -0.5 | 2.1 | 0 | -12 | 3 | -1 | 22
CCOC(=O)C1CCCN(C(=O)c2ccc(CS(=O)(=O)c3ccc(C)cc3)o2)C1 (stereo not drawn) | -1 | 9 | 0.8 | 1.1 | 7 | -3 | 5 | 0 | -6
Cc1cccc(NC(=O)c2cc3ccccc3nc2C)c1 | -4 | 6 | -1.1 | 1.1 | 0 | -3 | 3 | 4 | -15
O=C(O)c1cc(C(=O)C2CCCCC2)c[nH]1 | 0 | 3 | 0.1 | -0.6 | 1 | -11 | 0 | 0 | -16
CCn1c(CSCc2ccccc2)n[nH]c1=S | 1 | -1 | 1.2 | -0.5 | 1 | 1 | 0 | 9.1* | 3
O=C(/C=C/c1ccc(-c2ccccc2[N+](=O)[O-])o1)c1ccco1 | 9 | 8 | 0.6 | 2.4 | 5 | -18 | 2 | 1 | -13
Cc1cc(C(=O)CC#N)c(C)n1-c1ccc(OC(F)F)cc1 | 16 | 4 | -1.0 | 0.9 | 3 | -8 | -2 | 1 | 20
COCC(=O)NC(C)c1nc2ccccc2[nH]1 (stereo not drawn) | 16 | 2 | 0.6 | 0.1 | 2 | -18 | -4 | -1 | -10
Cc1ccc(NC(=O)COC(=O)C2CC(=O)N(Cc3ccccc3)C2)cc1S(=O)(=O)N(C)C (stereo not drawn) | 0 | 6 | 0.3 | 1.4 | 0 | -18 | 1 | 2 | -3
OC(CNCc1ccc(Cl)cc1)C(F)(F)F (stereo not drawn) | 18 | 3 | 2.3 | 0.1 | -3 | -4 | -2 | 5 | -8
CC(C)Cn1c(SCc2nnc(-c3cccs3)o2)nc(O)cc1=O | 1 | 2 | 0.6 | -0.5 | 1[fluorescence artefact?] | -8 | -1 | -3 | -1
CN1CCN(c2cc3c(c4c2[nH]c2ccccc24)C(=O)CC(C)(C)C3)CC1 | 6 | 5 | -0.4 | -1.3 | 0[fluorescence artefact?] | 17 | -3 | -1 | -6
O=C(Nc1nc2ccc(Cl)cc2s1)[C@@H]1CCCN1C(=O)c1cccs1 | 7 | 3 | -0.6 | 0.6 | -2[fluorescence artefact?] | 4 | -4 | -1 | 0
COc1ccccc1NC(CC(=O)c1ccccc1)C(=O)OCC(=O)c1ccc(C)c(C)c1 (stereo not drawn) | -5 | 3 | 0.9 | 1.0 | 4[fluorescence artefact?] | -9 | 1 | 0 | -16
O=C(CCC1CCCN(C(=O)c2ccc3c(c2)OCCO3)C1)NCc1ccccc1F (stereo not drawn) | 14 | 3 | 1.0 | -0.7 | -2 | -8 | 3 | -1 | -15
CCCN1CNC(=S)N(c2cc(C)ccc2C)C1 | -4 | 3 | 1.3 | -0.2 | -1[fluorescence artefact?] | 4 | -1 | 0 | nt
Nc1ccc(CN2CCCCCC2)cc1 | -5 | 0 | -0.7 | 1.9 | 0 | -11 | -2 | 0 | nt

The closing 2 entries of the section before come first, to join the parts:
SMILES | NPY-Y2 PAM-ag | BaF3 tox | PERK inh | S1P4 agonist | eIF4E-4G inh | S1P4 antag | Ba/F3 V617F tox | Wee1 stabilizer | MDM2 E3 inh
CCCN1CNC(=S)N(c2cc(C)ccc2C)C1 | -4 | 3 | 1.3 | -0.2 | -1[fluorescence artefact?] | 4 | -1 | 0 | nt
Nc1ccc(CN2CCCCCC2)cc1 | -5 | 0 | -0.7 | 1.9 | 0 | -11 | -2 | 0 | nt
COc1ccc(-c2nc3c(c4nnc(SC(C)C(=O)Nc5ccc(C)cc5)n24)COC(C)(C)C3)cc1 (stereo not drawn) | 2 | 5 | 1.0 | 6.5 | -4 | -21 | 0 | -2 | -5
Nc1nc(SCc2ccc(F)cc2)ns1 | -3 | 6 | 0.7 | 1.9 | -3 | 3 | 0 | -2 | -2
CC(=O)Nc1cc(-n2cnnn2)ccc1C | 6 | 2 | 1.5 | 1.2 | -2 | -20 | -3 | -1 | -5
COc1ccccc1CNC(=O)c1ccc(OC(C)C)cc1 | -2 | 6 | 2.0 | -0.3 | 1 | 0 | 1 | -1 | -7
O=C(O)c1ccc(N2C(=O)Nc3ccccc3N2O)cc1 | -2 | 2 | 1.3 | -0.1 | 0 | 5 | 0 | -4 | -23
CCn1c(SCc2nc(-c3ccccc3)no2)nnc1-c1ccco1 | -5 | 5 | -0.2 | -0.6 | -2 | 14 | -2 | -1 | -4
Cc1cc2n(n1)C(c1ccccc1Cl)Nc1ccccc1-2 (stereo not drawn) | 4 | 1 | 0.5 | 0.8 | -18 | 9 | 0 | -1 | -8
O=C(OCc1cc(Cl)ccc1OC(F)F)c1cc(S(=O)(=O)O)ccc1O | 3 | 5 | 1.0 | -0.4 | 12 | -5 | -1 | 0 | 1
CC(=O)NC(Cc1c[nH]c2ccccc12)C(=O)OCC(=O)N1CCCCCC1 (stereo not drawn) | -2 | 3 | 1.1 | -1.9 | 3 | 2 | 2 | 1 | -10
Cc1ccc(C(=O)CNc2cccc(Cl)c2)cc1 | -6 | -1 | 0.8 | 0.6 | 1 | 9 | -6 | 3 | nt
COc1ccc(C(c2nnnn2Cc2cccs2)N2CCN(c3ccccc3)CC2)cc1OC (stereo not drawn) | -2 | 4 | -1.1 | 0.0 | 2 | -13 | 1 | -4 | 9
CCOC(=O)C1=c2s/c(=C\c3cccnc3)c(=O)n2C(N)=C(C(=O)OC)C1c1cccnc1 (stereo not drawn) | 2 | 5 | 0.1 | 4.0 | -10 | 2 | 1 | 0 | -12
CCOC(=O)C1=C2N(C)c3ccccc3N2CCC1=O | 4 | 0 | 0.8 | 2.2 | 0 | -7 | -2 | 0 | -11
COc1ccc(N2C(=O)CCC(C(=O)O)C2c2ccc(OC)c(OC)c2)cc1 (stereo not drawn) | 6 | 6 | 0.0 | 4.3 | -2 | -9 | -3 | -3 | -5
CC(NC(=O)Cn1cnc2c1c(=O)n(C)c(=O)n2C)c1ccccc1 (stereo not drawn) | -10 | 4 | 0.8 | 1.1 | 10[fluorescence artefact?] | -10 | -1 | -1 | nt
Cc1cc(N2CCN(c3ccccc3Cl)CC2)n2cc(-c3ccccc3)nc2n1 | -24 | 5 | -0.9 | -0.9 | 6 | -17 | 4 | 2 | -4
